# From PubChem BioAssay
# ABCB6 inh 2: blocks the human ABCB6 transporter; fluorescence ratio to DMSO, % at 10 µM; K562-ABCB6 porphyrin accumulation, flow cytometry, 1 h; active compounds read low; Q9NP58; 0.19% of 360,000 active;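 active = fluorescence ratio to DMSO below 75%, the collection mean minus 3 SD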;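 also: signal is porphyrin accumulated inside mitochondria; 100% equals median channel fluorescence of DMSO control wells; lower ratio means ABCB6 inhibition with less porphyrin fluorescence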
# ABHD5 PLIN5 PPI: ABHD5-PLIN5 protein interaction inhibition | 0.78% of 360,000 active | Q00G26+Q8WTS1 | inhibition, % at 4 µM | Split G. princeps luciferase complementation, luminescence, 4 h;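 active = inhibition above the mean inhibition across every tested compound plus 3 SD, cut at about 22% in these data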;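 also: 0% = DMSO only wells and the 100% control is not disclosed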
# Granule exo inh: blocks lytic granule exocytosis. AID 651702. inhibition, % at 10 µM. TALL-104 LAMP-1 surface exposure, flow cytometry; cells stimulated with thapsigargin and PMA. 0.66% of 360,000 active;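 active = inhibition above about 55%, limit read from the data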
# iPSC survival up: enhancers of human iPSC single-cell survival; 0.044% of 360,000 active; AID 602274; survival enhancement, % at 20 µM; hiPSC single-cell survival, ATPlite luminescence; 100% = ROCK inhibitor wells, 0% = DMSO; in the data active = survival enhancement above about 18%;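 also: cells exposed to compounds for 16 hours before the ATP read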
# Cardio protect: protects H9c2 cardiomyocytes from peroxide injury. H2O2 injury protection, ATPLite, 2 h. protection from H2O2 cell death, % at 20 µM. 0.63% of 360,000 active. AID 588492;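 active = compounds giving at least 50% protection of heart cells from peroxide-induced death in the single-dose screen, raw or plate-pattern-corrected value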;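 also: 0% = DMSO wells with peroxide and 100% = DMSO wells without peroxide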
# aDG glyco up: increases alpha dystroglycan glycosylation; Pro5-aDG cells, alpha-DG glycosylation AlphaScreen (IIH6); 0% Pro5, 100% B10-LARGE cell signal; activation, % at 10 µM; 0.22% of 360,000 active; AID 624168;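 active = activation of at least 8% versus controls, or a plate z-score of at least 8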;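 also: Pro5 are CHO cells carrying HIG-tagged alpha-DG that lacks glycosylation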
# Glyco luc inh: N-linked glycosylation inhibition; D54 ERlucT glycosylation luciferase reporter, 24 h; percent of 100 nM tunicamycin response; AID 588692; 0.23% of 360,000 active; reporter increase, % at 12.5 µM;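 active = mean luciferase reporter signal, scaled so untreated is 0 and the glycosylation-blocking control 100, at or above a set limit in every replicate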;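 also: luciferase carries N-glycosylation sites so blocking glycosylation raises the light; 0% = median of neutral control wells and 100% = median of 100 nM tunicamycin wells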
# MC4R antagonist: human MC4R antagonism in cAMP assay. 0.48% of 360,000 active. inhibition, % at 6.5 µM. MC4R-expressing cells, MTII-stimulated cAMP, LANCE TR-FRET. P32245;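 active = inhibition above its plate's cutoff, the mean of tested wells on that plate plus 3 SD, cut at about 29% in these data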;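 also: 0% = Melanotan II alone and 100% = Melanotan II plus saturating MCL0020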
# Target sequence (P32245 whole entry, looked up): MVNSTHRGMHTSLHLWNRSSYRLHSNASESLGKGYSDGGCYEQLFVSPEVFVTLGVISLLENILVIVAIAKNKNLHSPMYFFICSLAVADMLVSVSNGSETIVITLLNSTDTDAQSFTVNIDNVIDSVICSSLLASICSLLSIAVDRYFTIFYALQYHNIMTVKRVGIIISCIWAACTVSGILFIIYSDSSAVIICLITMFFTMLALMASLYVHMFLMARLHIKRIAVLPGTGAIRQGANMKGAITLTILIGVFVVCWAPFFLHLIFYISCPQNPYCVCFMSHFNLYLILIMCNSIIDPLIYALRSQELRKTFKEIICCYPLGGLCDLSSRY
#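 System: U2OS cells stably expressing human melanocortin 4 receptor (MC4R). Reagent: Melanotan II challenge after compound preincubation. Doses: 6.5 µM. Times: 30-min compound, 1-h challenge, 1-h detection, room temperature. Measured by: TR-FRET with Eu-cAMP and labeled anti-cAMP, 671 nm. Replicates: singlicate.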
# MC4R barr agon: human MC4R agonism via beta-arrestin; 0.98% of 360,000 active; P32245; activation, % at 8.9 µM; U2OS MC4R beta-arrestin complementation, luminescence; percent of melanotan II response, DMSO zero;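 active = activation above a per-plate cutoff, the mean activation of sample wells on that plate plus 3 SD, cut at about 8% in these data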
# HTR2A ag: activates the mouse 5-HT2A serotonin receptor. P35363. CHO-K1 mHTR2A beta-arrestin complementation, luminescence; percent of 30 µM serotonin response. activation, % at 7.6 µM. 0.66% of 360,000 active. AID 624169;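 active = activation above a run cutoff, the mean activation of all tested compounds plus 3 SD, cut at about 14% in these data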;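 also: 0% = plate median of compound wells and 100% = 30 µM serotonin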
# Target sequence (P35363 whole entry, looked up): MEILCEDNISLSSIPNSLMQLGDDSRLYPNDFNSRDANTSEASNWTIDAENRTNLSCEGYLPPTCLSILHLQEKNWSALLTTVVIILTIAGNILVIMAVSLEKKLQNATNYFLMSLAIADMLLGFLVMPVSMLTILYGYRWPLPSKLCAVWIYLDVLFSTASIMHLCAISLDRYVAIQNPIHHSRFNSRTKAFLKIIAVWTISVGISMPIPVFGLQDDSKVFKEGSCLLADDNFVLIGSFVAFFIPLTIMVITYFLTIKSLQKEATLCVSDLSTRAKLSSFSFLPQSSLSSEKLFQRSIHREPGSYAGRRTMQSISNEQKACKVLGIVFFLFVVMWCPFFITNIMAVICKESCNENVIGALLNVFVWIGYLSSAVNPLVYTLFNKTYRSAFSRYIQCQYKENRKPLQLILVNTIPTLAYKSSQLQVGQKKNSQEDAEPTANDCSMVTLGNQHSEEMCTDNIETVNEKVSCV
# Starred values were filed as active, the others as inactive; x = no result given.
SMILES	ABCB6 inh 2	ABHD5 PLIN5 PPI	Granule exo inh	iPSC survival up	Cardio protect	aDG glyco up	Glyco luc inh	MC4R antagonist	MC4R barr agon	HTR2A ag
O=C(O)CCC(=O)N1CCc2cc(S(=O)(=O)NCc3cccs3)ccc21	101.0	-3.1	1.3	-0.7	7.2	-0.1	-0.3	1.3	-0.7	3.5
CCn1ncc(CN2CCC(Oc3ccc(C(=O)N4CCCC4)cc3)CC2)c1C	92.0	-4.8	-1.5	-0.6	-1.2	0.0	-1.9	8.2	-2.3	2.3
CSc1nsc(SCC(=O)Nc2ccccc2C(N)=O)n1	98.0	-1.7	-16.2	-0.1	1.1	0.2	1.5	2.5	-0.1	5.0
Cn1cc(CNCc2cnc3ccccn23)c(-c2ccc(Oc3ccccc3)cc2)n1	96.0	5.8	-1.1	-2.5	1.4	0.3	4.1	6.9	-0.4	-6.8
O=S(=O)(/C=C/c1ccccc1)N1CCN(Cc2ccccc2)CC1	94.0	0.9	-6.3	0.8	-5.0	-0.4	-0.3	-0.7	-3.2	-0.3
COc1ccc(Cn2ccnc2)cc1Br	85.0	2.0	-2.6	-1.2	-2.9	0.2	1.3	-0.1	-0.8	2.5
Cn1ccnc1CN1CCN(C(=O)c2cc(COc3ccc(F)c(F)c3)on2)CC1	105.0	-2.7	-0.3	0.1	-1.6	-0.4	1.7	2.2	-0.3	-2.0
CC[C@H](C)[C@@H]1NC(=O)[C@H]([C@@H](C)CC)NC(=O)[C@@H](CC(C)C)NC(=O)[C@H](Cc2ccccc2)NC(=O)[C@H](Cc2ccccc2)NC(=O)[C@@H]2CCCN2C(=O)[C@@H]2CCCN2C(=O)[C@H](C(C)C)NC(=O)[C@H](CC(C)C)NC1=O	92.0	4.1	-2.0	-1.2	-0.5	0.0	20.9	-0.4	-1.1	-2.3
Cc1ccc(-c2nnc(SCC(=O)OC(C)C)n2N)cc1	88.0	-7.0	-5.0	1.3	-1.4	-0.1	4.8	-3.5	-1.7	-3.8
CN(C(=O)COC(=O)c1ccccc1C(=O)c1ccccc1)c1ccccc1	89.0	0.0	-0.1	0.1	6.6	0.0	-0.5	1.6	-0.2	3.6
O=C(/C=C/C=C/c1ccccc1)CC1(O)C(=O)N(CCc2ccccc2)c2ccccc21 (stereo not drawn)	96.0	8.8	12.8	-0.3	-2.2	-0.1	2.8	-4.1	0.0	-1.6
CCC(c1nnnn1Cc1ccccc1)N1CCN(C/C=C/c2ccccc2)CC1 (stereo not drawn)	94.0	9.2	20.8	-2.2	-5.4	-0.1	-1.1	x	x	4.0
Cc1oc(-c2cccc(F)c2)nc1CN(Cc1ccccc1)C[C@@H]1CCC(=O)N1	99.0	2.4	4.7	3.7	11.0	-0.3	4.4	1.9	-0.1	3.3
OCCC1CN(Cc2cccc3c2OCO3)CCN1Cc1ccccc1 (stereo not drawn)	99.0	1.1	-3.2	-1.2	1.4	-0.3	2.3	2.4	1.1	-2.7
O=C(Cc1ncc(C(F)(F)F)cc1Cl)N1CCN(c2cccc(Cl)c2)CC1	95.0	-2.5	1.0	-0.2	-4.2	0.3	-1.8	13.1	3.2	1.7
CCOC(=O)CCCNC(=O)COc1ccccc1C#N	96.0	1.0	8.2	-3.2	9.0	0.3	1.1	2.9	-1.7	19.2*
CCOC(=O)NCc1ccc(S(=O)(=O)Nc2ccc(C)cc2)cc1	100.0	-4.6	-0.4	-2.4	-5.0	0.3	-1.1	-0.8	0.3	-4.4
Cc1cc(F)ccc1S(=O)(=O)N1CCCOC1CNC(=O)C(=O)NCCc1c[nH]c2ccccc12 (stereo not drawn)	91.0	9.6	3.1	-0.8	-3.6	0.3	-3.8	6.3	-0.6	-0.4
O=C(CN(Cc1ccccc1)C(=O)c1csnn1)NCc1ccccc1	94.0	-4.5	-1.0	-0.6	0.4	1.2	2.5	-0.8	0.3	2.1
CCN(CC)CCn1c(NCc2cccc(OC)c2OC)nc2ccccc21	102.0	-8.3	2.1	1.7	2.2	-0.2	-3.5	7.0	-3.4	-6.8
COCCNC(=O)CN(C(=O)CCC(=O)Nc1ccccn1)c1ccccc1OC	100.0	0.4	3.6	1.5	5.8	-0.1	2.7	7.9	-1.8	-6.4
O=C(c1ccccc1Cc1ccccc1)N1CCN(S(=O)(=O)c2ccccc2)CC1	98.0	0.8	-9.8	-0.4	0.3	0.0	-2.6	4.0	-1.7	5.5
CCOC(=O)C1(Cc2ccccc2)CCCN(Cc2ccc(OCCO)cc2)C1 (stereo not drawn)	95.0	0.6	3.9	-3.3	7.8	-0.1	-0.7	0.3	-1.8	1.3
CCCNC(=O)C(Cc1ccc(OC)cc1)NC(=O)c1ccc(Cl)cc1 (stereo not drawn)	98.0	3.5	-0.1	-0.8	8.6	0.0	0.5	12.7	-0.1	-8.9
C[C@@H]1CN([C@H](C)CO)C(=O)c2cc(Br)cnc2O[C@@H]1CN(C)C(=O)CC1CC1	101.0	0.1	0.8	0.8	1.2	-0.1	1.6	8.7	1.3	-8.0
Cc1ccccc1C(=O)Nc1nnc([C@@H]2C[C@H](O)[C@@H](CO)O2)s1	102.0	-2.4	-0.6	-1.9	-1.3	1.1	0.8	2.0	-1.0	-0.1
Cc1ccc(NC(=O)N2CCC(C(=O)NCc3ccc(F)cc3)CC2)cc1	100.0	-2.8	11.1	-2.9	-1.6	-0.1	2.5	11.6	-0.1	-2.4
O=C(CCCc1ccccc1)Nc1nnc(C(F)(F)F)s1	94.0	-15.7	0.2	-0.2	-13.8	0.0	1.6	-0.2	2.5	-1.0
O=S(=O)(c1ccc(F)cc1)N1CCN(C(=S)NC2CCCC2)CC1	82.0	-4.8	-14.5	8.8	1.8	-0.1	-3.2	7.8	0.1	1.2
COc1cccc(NC(=O)CN(C)C(=O)c2c(-c3c(F)cccc3Cl)noc2C)c1	97.0	3.4	-0.1	-0.2	-1.7	-0.1	0.9	2.6	-0.3	5.8
CC(c1ccco1)N(C(=O)COc1ccccc1[N+](=O)[O-])c1ccccn1 (stereo not drawn)	91.0	3.2	-1.5	-0.7	-4.3	0.0	1.0	5.4	0.7	5.7
Cc1ccc(C(=O)NC2CCCCC2)cc1S(=O)(=O)N1CCCC1	93.0	-3.6	-1.7	0.2	-2.9	0.0	0.7	9.2	-3.0	-0.7
CNC(=O)Nc1cccc(C(F)(F)F)c1	102.0	-5.7	-0.3	-0.7	4.6	-0.1	2.2	6.4	-1.6	-0.9
Cc1ccc(S(N)(=O)=O)c(C)c1-n1cnnn1	89.0	5.2	-1.9	0.7	-0.1	1.3	0.7	14.6	-0.2	0.0
COc1ccc2nc(/C(C#N)=C\c3ccc(C(=O)O)cc3)[nH]c2c1	209.0	-1.6	0.2	0.2	12.5	-0.1	3.7	-18.3	-1.7	2.3
Cc1onc(-c2ccccc2)c1C(=O)Nc1sc2c(c1C#N)CCC2	102.0	-15.4	-2.2	1.2	-4.7	0.4	7.4	-12.0	-1.8	-5.8
CCC(=O)Nc1ccc(C(=O)Nc2ccc(Br)cc2F)cc1	107.0	-0.7	-9.3	-0.2	2.6	0.2	0.4	4.4	-1.3	-2.6
Clc1ccc(-c2nc(Cc3ccccc3)no2)cc1	108.0	-4.7	-8.3	-2.9	0.2	0.0	-1.1	5.2	1.6	0.5
O=C(COC(=O)c1c[nH]c2ccccc12)Nc1ccc([N+](=O)[O-])cc1	98.0	0.1	1.4	2.0	-5.0	0.2	2.6	-5.9	-2.7	-2.6
COc1ccccc1CNC(=O)C1CCN(S(=O)(=O)c2c(C)noc2C)CC1	92.0	-5.7	0.8	0.8	7.8	0.6	1.4	2.4	-1.6	-1.2

# Random excerpt: three records from the list, in no set order.
SMILES	ABCB6 inh 2	ABHD5 PLIN5 PPI	Granule exo inh	iPSC survival up	Cardio protect	aDG glyco up	Glyco luc inh	MC4R antagonist	MC4R barr agon	HTR2A ag
Cc1onc(-c2ccccc2)c1C(=O)Nc1sc2c(c1C#N)CCC2	102.0	-15.4	-2.2	1.2	-4.7	0.4	7.4	-12.0	-1.8	-5.8
Cc1ccc(S(N)(=O)=O)c(C)c1-n1cnnn1	89.0	5.2	-1.9	0.7	-0.1	1.3	0.7	14.6	-0.2	0.0
O=C(COC(=O)c1c[nH]c2ccccc12)Nc1ccc([N+](=O)[O-])cc1	98.0	0.1	1.4	2.0	-5.0	0.2	2.6	-5.9	-2.7	-2.6

# (more compounds)
SMILES	ABCB6 inh 2	ABHD5 PLIN5 PPI	Granule exo inh	iPSC survival up	Cardio protect	aDG glyco up	Glyco luc inh	MC4R antagonist	MC4R barr agon	HTR2A ag
CN(CC(=O)Nc1cccc(F)c1)C(=O)Cc1n[nH]c(=O)c2ccccc12	97.0	1.7	13.2	-0.4	74.1*	-0.3	-1.3	6.1	-2.4	9.3
COC(=O)C(NC(=O)C(CC(C)C)NC(=O)C1CCC(C)CC1)C(C)C (stereo not drawn)	84.0	3.9	4.3	-0.2	1.0	0.2	-0.1	1.0	-0.2	4.9
COc1ccc(CNC(=O)COC(=O)c2n[nH]c3ccccc23)cc1OC	87.0	6.7	-3.1	1.4	-5.4	0.0	-2.6	12.9	-0.1	5.0
Cc1ccc(S(=O)(=O)N2CCOCC2)cc1NC(=O)COC(=O)c1ccc(Br)cc1	100.0	-3.6	-3.3	0.6	-2.7	0.0	1.1	8.6	-2.5	-4.6
CCOC(=O)c1cc(C)n(S(=O)(=O)c2ccc(C)cc2)c1C	x	-4.0	-2.5	-1.3	-15.6	0.1	1.0	0.5	2.0	1.5
CCOC(=O)c1c(-c2ccco2)csc1NC(=O)CSc1nnc(N)s1	90.0	7.2	10.8	-2.4	7.9	-0.1	1.9	5.0	-1.2	1.1
CCOC(=O)Cc1csc(NS(=O)(=O)c2ccc3ccccc3c2)n1	98.0	3.2	6.2	-2.0	2.4	-0.2	0.3	5.9	-0.4	-3.4
COc1ccc(S(=O)(=O)N2CC=C(c3ccccc3)CC2)cc1OC	98.0	-6.5	0.1	-2.0	-10.0	0.0	0.6	15.4	0.6	-7.2
Cc1ccc(S(=O)(=O)N2CCN(C(=O)COC(=O)CSc3ccccc3)CC2)c(C)c1	101.0	-0.1	-5.6	0.4	1.7	0.2	1.1	5.9	-0.2	-4.2
COc1cccc(-c2nc3ccccc3s2)c1O	103.0	5.5	-1.0	-1.7	-20.9	-0.3	-12.8	13.1	0.0	-2.8
CC(Cn1nnc2ccccc21)C(=O)O (stereo not drawn)	100.0	1.0	-2.6	-0.7	2.8	0.1	0.5	1.0	0.8	3.3
O=c1c2cc(NC(=S)N3CCCC3)ccc2nc2n1CCCCC2	98.0	0.5	-3.4	-0.3	4.3	0.3	1.7	12.6	0.2	-0.3
Cc1ncc([N+](=O)[O-])n1CC(=O)Nc1ccccc1	97.0	6.7	-5.6	0.2	-2.5	-0.1	2.3	0.3	-3.9	0.9
CCN(C(=O)CN1C(=O)c2ccc([N+](=O)[O-])cc2C1=O)C1CCCCC1	105.0	11.0	-3.5	0.2	3.3	0.0	0.4	13.8	-2.1	-0.5
